Screens from PubChem BioAssay.
Lung fibro prol – blocks proliferation of human lung fibroblasts; LL 47 human lung fibroblast viability, ATP luminescence; active compounds read low; 1.1% of 85,000 active; viability, % at 10 µM;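 active = viability at or below 50% in the single dose screen; inactive = viability above 50%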;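 note: compound exposure lasted 72 h before the ATP readout; 100% = median luminescence of untreated cell-only wells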
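Material: human lung fibroblast line LL 47, low passage; Evaluation: viability percentage against median untreated-cell control; Buffer or medium: 15% FBS in IMEM; Incubation: 72 h compound exposure at 37 °C after overnight plating; Dosing: 0.1% DMSO in all compound wells; Measured by: CellTiter-Glo luminescence.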
S1P2 ag – agonists of human S1P2 receptor; S1P2-expressing cell line, agonist reporter read-out; 0.46% of 97,000 active; activation, % at 4.5 µM; in the data active = activation above about 16%;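 note: 0% = vehicle low control and 100% = maximal reference agonist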
Target sequence (O95136 whole entry, looked up): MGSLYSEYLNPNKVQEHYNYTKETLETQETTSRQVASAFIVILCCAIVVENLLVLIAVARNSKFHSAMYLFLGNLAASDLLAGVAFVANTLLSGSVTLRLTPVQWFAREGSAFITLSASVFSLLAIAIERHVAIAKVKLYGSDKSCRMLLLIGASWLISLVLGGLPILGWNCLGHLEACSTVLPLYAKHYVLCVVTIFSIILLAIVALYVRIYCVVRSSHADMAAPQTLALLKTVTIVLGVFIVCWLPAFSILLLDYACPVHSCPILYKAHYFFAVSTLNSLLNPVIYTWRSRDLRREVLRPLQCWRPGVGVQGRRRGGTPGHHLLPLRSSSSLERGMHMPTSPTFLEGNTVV
Ecoli WT expand – blocks growth of wild type E. coli BW25113 | growth inhibition, % at 100 µM | OD600 absorbance | 0.15% of 98,000 active;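 active = growth inhibition above about 50% at one test dose, limit read from the data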;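 note: growth measured after 20 h incubation at 37 °C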
hDAT+cocaine – modulates human dopamine transporter uptake under cocaine | Q01959 | LLC-PK1 hDAT cells, [14C]-dopamine uptake with cocaine IC80; actives deviate in either direction | B-score at 10 µM | 1.3% of 110,000 active;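 active = Z score or B-score, a plate-position-corrected score, falls beyond the plate's 99.7% confidence bounds, in either direction; inactive = both scores lie inside the 99.7% bounds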;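 note: scored against the spread of the other compound wells on the same plate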
Target sequence (Q01959 whole entry, looked up): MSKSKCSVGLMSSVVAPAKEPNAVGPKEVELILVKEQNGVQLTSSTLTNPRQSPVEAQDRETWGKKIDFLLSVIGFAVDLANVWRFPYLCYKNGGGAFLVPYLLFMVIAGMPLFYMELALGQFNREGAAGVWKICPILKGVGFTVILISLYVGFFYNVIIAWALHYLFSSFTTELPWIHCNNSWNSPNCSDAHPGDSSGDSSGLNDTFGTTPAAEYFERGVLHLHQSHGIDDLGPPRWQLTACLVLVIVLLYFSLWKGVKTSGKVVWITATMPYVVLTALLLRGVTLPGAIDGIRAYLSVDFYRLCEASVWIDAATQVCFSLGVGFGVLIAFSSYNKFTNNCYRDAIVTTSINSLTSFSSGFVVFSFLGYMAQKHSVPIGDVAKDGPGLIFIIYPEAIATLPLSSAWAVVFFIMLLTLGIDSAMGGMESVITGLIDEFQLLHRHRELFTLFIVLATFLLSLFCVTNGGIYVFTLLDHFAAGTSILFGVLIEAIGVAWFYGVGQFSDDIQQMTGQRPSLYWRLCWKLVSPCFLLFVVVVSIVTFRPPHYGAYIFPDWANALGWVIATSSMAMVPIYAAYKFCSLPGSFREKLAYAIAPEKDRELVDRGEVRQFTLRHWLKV
H69AR inhibit – growth inhibitors of human H69AR lung tumor cells. H69AR lung tumor viability, ATP luminescence, 72 h; active compounds read low. viability, % at 10 µM. 6% of 85,000 active;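 active = viability at or below 40%; inactive = viability above 40%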;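 note: multidrug resistant small cell line overexpressing MRP-1 efflux transporter; 100% = mean luminescence of untreated control wells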
S1P2 antag – S1P2 (human) receptor antagonism; AID 736; 0.21% of 97,000 active; O95136; cell-based S1P2 antagonist assay, inhibition at 5 uM; inhibition, % at 5 µM; in the data active = inhibition above about 45%;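 note: CRE beta-lactamase reporter cells expressing human S1P2 stimulated with S1P; 0% = agonist at EC80 alone and 100% = agonist plus reference antagonist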
HUVEC prolif 384 – human endothelial cell proliferation inhibition; 1.1% of 86,000 active; AID 648; HUVEC proliferation, CellTiter-Glo luminescence, 72 h; active compounds read low; viability, % at 10 µM (by protocol);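 active = viability at or below 30%; inactive = viability above 30%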;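 note: 100% = median luminescence of DMSO-only cell control wells on each plate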
PostGolgi yeast – growth inhibition of a yeast mutant, post-Golgi transport screen. post-Golgi transport phenotypic cell assay. inhibition, % at 10 µM. 0.9% of 98,000 active;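 note: yeast cells grown in 1536-well plates; yeast grown about 18 h at 30C before absorbance read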
PostGolgi ctrl – yeast control strain growth, post-Golgi counter-screen; 5% of 98,000 active; efflux-deficient yeast background strain, growth absorbance A615, 16 h; AID 738; inhibition, % at 10 µM
* = called active by the depositor; x = no result given. Cut-off read from the data, not from the text of the source, unless noted: active = inhibition above about 30%; inactive = the rest.

SMILES,Lung fibro prol,S1P2 ag,Ecoli WT expand,hDAT+cocaine,H69AR inhibit,S1P2 antag,HUVEC prolif 384,PostGolgi yeast,PostGolgi ctrl
COc1ccc(NC(C)C(=O)N/N=C/c2ccccc2OCc2ccc(Br)cc2)cc1 (configuration not stated),x,-5,-11,0.63,x,-19,x,3,6
O=C(NCCN1CCOCC1)c1ccc2ccccc2c1,99,-5,12,x,103,-2,92,-2,-6
O=C(Nc1ccc2c(c1)CCC2)C1COc2ccccc2O1 (configuration not stated),98,-4,3,0.6,114,-19,92,0,6
O=C(CN1C(=O)c2cccnc2C1=O)c1ccccc1,99,0,x,-0.53,89,-14,97,x,x
Cc1ccc(-c2[nH]nc3c2C(c2ccc(OC(=O)N4CCOCC4)cc2)C(C#N)=C(N)O3)cc1 (configuration not stated),100,-7,8,0.44,90,-7,93,-5,0
CC(=O)Nc1nnc(SCC(=O)NC(C)(C)C)s1,x,-5,1,-0.37,97,6,96,-4,32*
Cc1cc(OCC(=O)Nc2ccc(S(=O)(=O)N3CCN(C)CC3)cc2)ccc1Cl,113,-4,x,1.2,168,-3,95,x,x
CC(C)C1N=C2c3ccccc3N=C(SCC(=O)NCCc3ccc(S(N)(=O)=O)cc3)N2C1=O (configuration not stated),104,x,-4,0.21,99,x,102,4,3
O=C(c1cc2ccccn2n1)N1CCN(Cc2ccccc2)CC1,95,x,4,-0.0043,99,x,97,0,-2
O=c1nc(N2CCCCC2)nc(Nc2ccccc2)[nH]1,92,-1,11,1.4,93,-3,90,-5,0
CC(C)C(NC(=O)C12CC3CC(CC(C3)C1)C2)C(=O)O (configuration not stated),103,-2,-15,-0.57,92,-10,92,-3,3
O=C(Nc1cccnc1)c1ccc(COc2cc(Cl)ccc2Cl)o1,82,-6,-7,-0.66,37*,2,50,13,60*
O=C(NC12CC3CC(CC(C3)C1)C2)c1ccccc1O,103,-8,-3,1,62,1,90,6,17
O=C(C[n+]1ccc(C(=O)N/N=C/c2ccc(Br)cc2)cc1)c1ccccc1,104,-1,-9,-0.22,93,-7,99,5,19
COc1ccc(C(=O)NC2CCN(S(=O)(=O)Cc3ccccc3)CC2)c(OC)c1,95,-3,-12,0.0061,95,-13,56,1,-11

(more compounds)
SMILES,Lung fibro prol,S1P2 ag,Ecoli WT expand,hDAT+cocaine,H69AR inhibit,S1P2 antag,HUVEC prolif 384,PostGolgi yeast,PostGolgi ctrl
O=C(CSc1nc2ccccc2nc1SCC(=O)N1CCCCC1)N1CCCCC1,x,-1,4,1.6,x,-4,x,-6,6
Cc1cccc(C)c1NC(=O)C(c1ccccc1)N1CCC1=O (configuration not stated),x,-3,22,1.2,x,-25,x,-8,-11
COc1ccc(COC(=O)NC2CCN(S(=O)(=O)c3ccc(OC)cc3)CC2)cc1,x,-3,-1,-0.85,x,15,x,-3,4
COc1nc(-c2ccccc2)ccc1-c1noc(-c2ccco2)n1,106,-1,-8,-0.49,86,2,115,-13,0
O=C1N/C(=C\c2ccc(N3CCOCC3)c(F)c2)C(=O)N1Cc1ccccc1,x,-4,-9,0.65,x,-7,x,-11,6
Cc1ccc(CNC(=O)CN2CCN(Cc3ccc(C)cc3)C2=O)cc1,91,1,2,1.2,92,-26,96,-6,12
Cc1ccc(NC(=O)CSc2nnc(-c3ccncc3)o2)cc1,100,-4,7,-0.11,98,9,94,12,7
COc1cccc2c(=O)c(SC(F)(F)C(F)C(F)(F)F)c(C)[nH]c12 (configuration not stated),87,-3,7,-0.13,17*,-15,57,7,9
COc1ccc(-c2nnn(CC(=O)N3CCN(c4ccccc4OC)CC3)n2)cc1,97,-3,x,0.072,67,4,98,x,x
O=C1C2C3C=CC(C3)C2C(=O)N1/N=C/c1cn(Cc2ccccc2)c2ccccc12 (configuration not stated),x,-1,-6,0.57,x,4,x,5,32*
O=C(Nc1nc2ccccc2n1CCN1CCCC1)c1ccc(Cl)cc1,77,x,6,-0.31,50,x,87,2,-2
COc1ccc(C(=O)c2sc(Nc3cccc(OC)c3)c(C(=O)Nc3cccc(C)c3C)c2N)cc1,x,-2,-8,-2.3,x,6,x,-1,0
COc1ccc2[nH]c(=O)c(CN(CCc3ccccc3)Cc3nnnn3CC3CCCO3)cc2c1 (configuration not stated),93,-6,3,1.2,27*,7,83,-1,8
Cc1ccc(S(=O)(=O)Nc2nc(C)cc(-n3nc(C)cc3C)n2)cc1,96,-3,0,0.97,86,-31,86,-11,12
O=C(Cc1cccs1)N1CCC(c2nc3c(nnn3Cc3ccccc3)c(=O)[nH]2)CC1,x,-5,1,1.9,x,9,x,6,16

Next section:
SMILES,Lung fibro prol,S1P2 ag,Ecoli WT expand,hDAT+cocaine,H69AR inhibit,S1P2 antag,HUVEC prolif 384,PostGolgi yeast,PostGolgi ctrl
O=C(CCSc1ccccc1)Nc1nccs1,94,1,4,-0.46,110,-2,110,-6,14
CCOC(=O)N1CCN(C(=O)C2CCN(S(C)(=O)=O)CC2)CC1,107,-3,-3,0.59,100,16,104,-5,15
O=C(CCc1ccccc1)NNC(=S)NC(=O)c1ccccc1,x,-9,63*,0.32,x,-1,x,21,32*
O=C(CN1CCOCC1)Nc1ccc(Oc2ccccc2)cc1,97,-3,5,0.52,100,-14,91,2,8
CCOC(=O)CSc1nc(-c2ccccc2)cc(C(F)(F)F)n1,93,-6,x,-0.54,76,-17,92,x,x
CCCC(=O)Nc1nc2n(n1)C(c1ccccc1)CC(=O)N2 (configuration not stated),97,-5,-2,-0.061,92,9,93,-6,1
COC(=O)c1ccc(CN2CCN(Cc3ccc(C(=O)OC)o3)CC2)o1,107,0,4,0.3,102,25,104,3,6
CCN(C1CCCCC1)S(=O)(=O)c1ccc(C(=O)O)cc1,109,0,1,-1.4,95,6,104,5,0
CCOC(=O)CSc1nnc(-c2cccc(Cl)c2)n1CC,91,-3,4,0.26,94,-14,107,-3,16
Cc1ccc(-n2c(-c3ccc(Br)cc3)c[n+]3c2CCc2ccc4cccnc4c2-3)cc1,21*,-6,78*,-0.57,2.8*,88*,14*,11,50*
N#CCCNC(=O)CCN1CCOCC1,106,-5,-7,-0.0023,97,-9,92,-6,6
Cc1ccc(NC2=CC(=O)CC(c3ccco3)C2)c(N)c1 (configuration not stated),101,-1,-4,1.3,96,-6,99,-2,16
CCc1nnc(NC(=O)CCC(=O)N2CCN(CCc3ccccc3)CC2)s1,98,x,x,0.76,92,x,92,x,x
COC(=O)c1ccc(CSc2nnc(N)s2)cc1,104,x,x,0.88,90,x,93,x,x
COCc1[nH]nc2c1C(c1ccc(F)cc1F)C(C#N)=C(N)O2 (configuration not stated),99,x,x,-1.4,69,x,92,x,x

Reformatted with two lines to a compound: 6 of the compounds above
Values in the order – Lung fibro prol, S1P2 ag, Ecoli WT expand, hDAT+cocaine, H69AR inhibit, S1P2 antag, HUVEC prolif 384, PostGolgi yeast, PostGolgi ctrl
> CCOC(=O)N1CCN(C(=O)C2CCN(S(C)(=O)=O)CC2)CC1
 : 107, -3, -3, 0.59, 100, 16, 104, -5, 15
> O=C(CCc1ccccc1)NNC(=S)NC(=O)c1ccccc1
 : x, -9, 63*, 0.32, x, -1, x, 21, 32*
> O=C(CN1CCOCC1)Nc1ccc(Oc2ccccc2)cc1
 : 97, -3, 5, 0.52, 100, -14, 91, 2, 8
> CCOC(=O)CSc1nc(-c2ccccc2)cc(C(F)(F)F)n1
 : 93, -6, x, -0.54, 76, -17, 92, x, x
> CCCC(=O)Nc1nc2n(n1)C(c1ccccc1)CC(=O)N2 (configuration not stated)
 : 97, -5, -2, -0.061, 92, 9, 93, -6, 1
> COC(=O)c1ccc(CN2CCN(Cc3ccc(C(=O)OC)o3)CC2)o1
 : 107, 0, 4, 0.3, 102, 25, 104, 3, 6

More results follow:
SMILES,Lung fibro prol,S1P2 ag,Ecoli WT expand,hDAT+cocaine,H69AR inhibit,S1P2 antag,HUVEC prolif 384,PostGolgi yeast,PostGolgi ctrl
CCOC(=O)C(NC(=O)CC)(Nc1ccccc1OC)C(F)(F)F (configuration not stated),91,-2,5,0.0014,x,5,94,1,2
COc1cc(-c2cc3nc(C)c(C)c(=O)n3[nH]2)cc(OC)c1OC,103,-2,-5,-0.0072,95,-30,93,10,3
CCOC(=O)c1cccc(NC(=O)CSc2nnc(C)n2Cc2ccccc2)c1,95,-10,11,3.3*,72,-1,91,3,8
CCCCCCOc1ccc(N2C(=O)CC(S/C(N)=N/N=C(\C)c3cccs3)C2=O)cc1 (configuration not stated),x,-3,-5,-1,x,-14,x,-3,8
Cc1ccc(Nc2nc3nonc3[nH]c2=O)cc1C,98,x,1,0.091,104,x,78,-2,19
CCOc1ccc(-c2nnn(CC(=O)c3cc(OC)ccc3OC)n2)cc1,101,0,-8,0.035,99,-21,95,-6,1
CCc1nc(C)c(C#N)c2cc(OC)c(OC)cc12,97,26*,-5,-0.04,77,-50,82,-1,3
Clc1ccc(-c2cn3cccnc3n2)cc1Cl,106,-4,-11,-0.49,97,-20,84,18,-3
CN(C)c1nc(N)nc(/C(C#N)=C/C2CC3C=CC2C3)n1 (configuration not stated),98,-1,-7,-0.34,86,-11,86,1,18
Cc1cc(NC(=O)c2cccc(N3C(=O)CCC3=O)c2)no1,96,-6,4,-1.6,90,20,99,1,14
CN(C)CCCNC1=CC(=O)OC12CCCCC2,96,-6,x,-0.35,86,7,106,x,x
CCOC(=O)N1CCN(c2cc(C)nc3nc(C)nn23)CC1,105,x,-2,0.38,92,x,95,-2,2
COc1cc(CNc2nc(C)c([N+](=O)[O-])c(C)c2C#N)cc(OC)c1,x,-8,-12,-1.3,x,-18,x,12,18
Cc1nn(-c2nc3ccccc3[nH]2)c(N)c1-c1ccc(Cl)cc1,53,-10,-8,-0.78,57,12,67,-2,72*
CC(C)N(C)CCOC(=O)c1ccc2c(c1)OCCO2,104,-4,x,0.017,96,-14,96,x,x

More results
SMILES,Lung fibro prol,S1P2 ag,Ecoli WT expand,hDAT+cocaine,H69AR inhibit,S1P2 antag,HUVEC prolif 384,PostGolgi yeast,PostGolgi ctrl
Cn1c(CSc2nc3ccccc3s2)nnc1SCC(=O)NCc1ccccn1,110,-2,x,0.42,86,-19,107,x,x
COc1ccc(C(=O)c2ccc(OC)c(N)c2)cc1N,x,2,7,1.1,x,-11,x,-3,6
COc1ccc(C(=O)Nc2cc(OC)nc(OC)n2)cc1,108,0,x,0.29,88,-14,112,x,x
Cc1cc(C(F)F)n2nc(C(=O)Nc3ccccc3F)nc2n1,x,-5,4,-0.21,x,23,x,-15,25
Cc1ccc2[nH]cc(C(=O)CN3CCC4(CC3)OCCO4)c2c1,x,-2,7,0.79,x,26,x,2,-4
